Compound activity: PubChem BioAssay, several laboratories
PfHsp40 yeast – rescue of yeast from PfHsp40 toxicity, primary screen, S. cerevisiae, ATP luminescence. 0.68% of 340,000 active. AID 504582, 2011. S. cerevisiae expressing PfHsp40, growth rescue. growth rescue, % at 12.5 µM; in the data active means growth rescue above about 28%, passing the limit was not always enough; inconclusive means no clear call, values can overlap the other calls;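 further: yeast W303a lacking pdr1 and pdr3 grown in galactose medium; growth measured after three days at 30 °C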
Anthrax LF prot – Bacillus anthracis LF protease inhibitors, primary screen, biochemical, multiplex microsphere, MLPCN library; Lethal factor (Bacillus anthracis), P15917; multiplex microsphere protease cleavage assay; inhibition, % at 10 µM; 0.12% of 360,000 active; further: plate controls were buffer without enzyme for full effect and enzyme alone for no effect
PrPC TRFRET – inhibitors of human cell surface prion protein PrPC, primary screen, cell-based, TR-FRET. Major prion protein (Homo sapiens), P04156. TR-FRET read-out. inhibition, % at 13.8 µM. 0.43% of 370,000 active; in the data active means inhibition above about 24%; further: 0% = median of the test wells and 100% = reference compound wells
BoNT F protease – BoNT/F light chain protease inhibitors, primary screen, biochemical, flow cytometry, MLPCN library | Multiplex microsphere protease cleavage assay | inhibition, % at 10 µM | Botulinum neurotoxin type F light chain protease (Clostridium botulinum) | 0.22% of 360,000 active; in the data active means inhibition above about 35%, passing the limit was not always enough; inconclusive means no clear call, values can overlap the other calls; further: plate controls were buffer without enzyme for full effect and enzyme alone for no effect
TcdB inh – TcdB glycohydrolase inhibitors, primary screen, biochemical, single point, plate reader; Toxin B (Clostridioides difficile), P18177; TcdB glycohydrolase enzymatic assay; inhibition, % at 9.99 µM; 0.24% of 350,000 active; in the data active means inhibition above about 10%
Target sequence (P18177 whole entry, looked up): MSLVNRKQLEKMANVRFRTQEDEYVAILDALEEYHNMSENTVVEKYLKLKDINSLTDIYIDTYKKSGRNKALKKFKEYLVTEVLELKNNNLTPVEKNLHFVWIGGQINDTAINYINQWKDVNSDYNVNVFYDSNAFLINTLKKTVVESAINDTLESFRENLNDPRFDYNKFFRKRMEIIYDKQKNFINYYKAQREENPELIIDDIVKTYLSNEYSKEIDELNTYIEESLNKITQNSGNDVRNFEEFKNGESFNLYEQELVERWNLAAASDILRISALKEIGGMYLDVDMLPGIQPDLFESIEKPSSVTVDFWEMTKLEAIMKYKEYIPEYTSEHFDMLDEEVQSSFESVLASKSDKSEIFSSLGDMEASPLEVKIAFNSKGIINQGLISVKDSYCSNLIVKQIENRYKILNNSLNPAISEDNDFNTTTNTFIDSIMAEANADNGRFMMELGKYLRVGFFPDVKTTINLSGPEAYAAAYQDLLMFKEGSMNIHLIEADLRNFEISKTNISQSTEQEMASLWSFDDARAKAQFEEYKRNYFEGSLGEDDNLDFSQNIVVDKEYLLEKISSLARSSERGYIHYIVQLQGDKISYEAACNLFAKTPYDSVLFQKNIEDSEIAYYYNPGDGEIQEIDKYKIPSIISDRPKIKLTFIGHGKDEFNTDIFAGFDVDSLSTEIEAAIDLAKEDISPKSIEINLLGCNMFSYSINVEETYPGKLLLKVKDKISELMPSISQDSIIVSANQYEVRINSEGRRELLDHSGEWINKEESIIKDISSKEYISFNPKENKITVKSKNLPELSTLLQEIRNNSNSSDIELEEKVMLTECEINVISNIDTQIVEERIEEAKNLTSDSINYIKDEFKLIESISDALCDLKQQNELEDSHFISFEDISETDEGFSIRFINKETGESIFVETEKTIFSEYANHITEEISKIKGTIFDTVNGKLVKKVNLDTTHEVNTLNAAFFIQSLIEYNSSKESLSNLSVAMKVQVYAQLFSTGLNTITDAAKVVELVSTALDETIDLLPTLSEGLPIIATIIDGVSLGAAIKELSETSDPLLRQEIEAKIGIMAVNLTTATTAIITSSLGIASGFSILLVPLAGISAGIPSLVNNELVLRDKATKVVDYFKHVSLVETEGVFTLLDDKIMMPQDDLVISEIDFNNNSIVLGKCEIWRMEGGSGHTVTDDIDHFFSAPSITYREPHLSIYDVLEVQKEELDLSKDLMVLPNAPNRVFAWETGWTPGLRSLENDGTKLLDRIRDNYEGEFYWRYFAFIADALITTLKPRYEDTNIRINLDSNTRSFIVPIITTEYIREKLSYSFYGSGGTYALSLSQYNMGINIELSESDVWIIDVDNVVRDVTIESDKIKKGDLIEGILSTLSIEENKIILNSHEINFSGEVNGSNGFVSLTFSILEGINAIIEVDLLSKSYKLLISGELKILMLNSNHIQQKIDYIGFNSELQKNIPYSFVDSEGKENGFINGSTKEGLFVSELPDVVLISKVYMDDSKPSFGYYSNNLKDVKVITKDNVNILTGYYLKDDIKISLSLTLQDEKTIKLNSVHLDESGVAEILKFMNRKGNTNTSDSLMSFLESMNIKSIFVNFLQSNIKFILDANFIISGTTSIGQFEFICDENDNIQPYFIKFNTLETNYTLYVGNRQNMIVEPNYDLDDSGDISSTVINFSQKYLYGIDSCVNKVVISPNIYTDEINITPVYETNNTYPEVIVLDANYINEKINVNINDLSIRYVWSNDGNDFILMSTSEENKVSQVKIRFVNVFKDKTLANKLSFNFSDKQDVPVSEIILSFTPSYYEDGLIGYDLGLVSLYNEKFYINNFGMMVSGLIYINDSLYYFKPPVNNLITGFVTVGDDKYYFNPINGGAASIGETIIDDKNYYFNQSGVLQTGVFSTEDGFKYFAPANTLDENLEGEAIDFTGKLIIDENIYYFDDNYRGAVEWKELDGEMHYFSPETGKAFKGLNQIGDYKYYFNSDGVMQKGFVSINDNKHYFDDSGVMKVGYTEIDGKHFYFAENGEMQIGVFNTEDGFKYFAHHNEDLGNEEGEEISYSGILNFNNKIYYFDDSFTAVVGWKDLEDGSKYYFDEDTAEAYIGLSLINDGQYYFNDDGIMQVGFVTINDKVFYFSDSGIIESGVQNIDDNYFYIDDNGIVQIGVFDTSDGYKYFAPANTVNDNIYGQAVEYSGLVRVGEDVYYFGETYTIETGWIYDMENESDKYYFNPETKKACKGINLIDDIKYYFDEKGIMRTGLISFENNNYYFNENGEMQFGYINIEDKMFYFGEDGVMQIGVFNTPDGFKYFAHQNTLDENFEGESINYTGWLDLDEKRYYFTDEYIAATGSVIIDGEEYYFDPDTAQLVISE
Y pestis TopoI – Yersinia pestis topoisomerase I inhibitors, primary screen, biochemical, cleavage product accumulation, plate reader, single point. Y. pestis Topo-I cleavage product accumulation. DNA topoisomerase I (Yersinia pestis CO92). activity, % at 10 µM. 0.064% of 360,000 active. AID 504884, 2011; in the data active means activity above about 50%, passing the limit was not always enough; inconclusive means no clear call, values can overlap the other calls; further: inactives centre near 2
CCHFV vOTU inh – CCHFV vOTU protease inhibitors, primary screen, biochemical, Pep-AMC substrate, fluorescence; Crimean-Congo hemorrhagic fever virus L polyprotein viral ovarian tumor (vOTU) protease …; inhibition, % at 11.5 µM; 0.55% of 370,000 active; AID 651958, 2012; in the data active means inhibition above about 30%; further: 0% = vehicle wells with enzyme and 100% = no enzyme wells
BoNT A protease – BoNT/A light chain protease inhibitors, primary screen, biochemical, flow cytometry, MLPCN library | Botulinum neurotoxin type A light chain protease (Clostridium botulinum A str. ATCC 3502) | multiplex microsphere protease substrate cleavage | inhibition, % at 10 µM | 0.17% of 360,000 active; further: plate controls were buffer without enzyme for full effect and enzyme alone for no effect
FadD28 binding – inhibitors of FadD28 bisubstrate probe binding, primary screen, biochemical, fluorescence polarization, single point. 0.22% of 360,000 active. inhibition, % at 12.5 µM. Mycobacterium tuberculosis FadD28 fatty-acid-AMP ligase; in the data active means inhibition above about 8.5%, passing the limit was not always enough; inconclusive means no clear call, values can overlap the other calls
The depositor's hits bear a star; ? = inconclusive; . = no result given. Unless noted, no stated cut-off is given here; in the data, active means inhibition above about 30%; inconclusive means no clear call, values can overlap the other calls; inactive means below that.

Molecule	FadD28 binding	PrPC TRFRET	TcdB inh	BoNT A protease	Y pestis TopoI	CCHFV vOTU inh	PfHsp40 yeast	BoNT F protease	Anthrax LF prot
CS(=O)(=O)N1CCN(c2cnn(-c3ccccc3)c(=O)c2Cl)CC1	-2.1	0.1	-0.6	-0.6	-0.3	6.8	-1.3	2.4	0.0
CCC(C(=O)NC1CCCC1)N(C(=O)Cn1nnc(-c2ccc(C)o2)n1)c1ccc(OC)cc1 (stereo not given)	.	3.8	0.9	0.4	21.3	11.7	-0.7	1.3	-0.8
CCCCCN(C(=O)NC(=O)Nc1ccc(C)cc1C)S(C)(=O)=O	-1.4	1.2	0.5	-0.3	4.3	-5.2	1.1	-8.5	2.7
O=C(Nc1cccnc1)c1cc2nc(C3CC3)cc(C(F)(F)F)n2n1	-1.3	-11.2	.	0.8	-0.8	0.4	-0.2	0.0	2.1
COc1cccc(CNC(=O)CN2CCC(c3nc4ccc(C)cc4[nH]3)CC2)c1	0.1	-11.8	0.3	-0.1	9.2	-6.6	-0.6	-0.2	0.3
CCN1C(=O)[C@H]2[C@@H](c3ccc(-c4cc(C(C)=O)cs4)cc3)N[C@@](Cc3ccccc3)(C(=O)OC)[C@H]2C1=O	-2.8	-1.2	-0.4	0.4	-3.8	-1.7	2.5	5.7	-8.4
C/C(=N\OCC(=O)Nc1ccccc1Br)c1cccs1	-1.4	13.2	-7.2	-0.1	14.0	12.0	2.7	-2.5	-1.2
CC1=CC(C)C2C(=O)N(c3ccccc3)C(=O)C2C1 (stereo not given)	0.0	-1.1	-1.1	-0.3	5.5	1.7	-1.0	-8.0	-4.1
CCC(C(=O)NC1CCCC1)N(Cc1ccco1)C(=O)Cn1nnc(-c2ccc(C)cc2)n1 (stereo not given)	-2.0	0.7	.	-0.2	30.8	-8.2	-0.4	-2.3	-2.6
CCCCn1c(N)c(N(CC)C(=O)c2ccccc2F)c(=O)[nH]c1=O	-4.2	7.0	-2.1	-0.9	-1.8	32.9*	1.0	10.6	-3.3
CC(C)C(=O)Nc1nc2c(ncn2C2CC(O)C(CO)O2)c(=O)[nH]1 (stereo not given)	-1.9	1.7	1.5	-0.6	-1.9	-5.9	-1.0	-3.3	-5.7
O=C(Nc1nc(-c2cc(Cl)sc2Cl)cs1)c1ccccc1	-4.4	9.7	.	-0.7	-4.5	-5.2	0.8	-10.0	-9.2
Cc1nc2sccn2c(=O)c1S(=O)(=O)Nc1ccc(N2CCN(C(=O)C(C)C)CC2)cc1	-2.9	-12.9	-7.1	0.7	0.6	24.7	1.8	-42.9	-19.2
Cc1sc2nc(CSCC(=O)Nc3c(Cl)cccc3Cl)[nH]c(=O)c2c1C	1.4	4.3	.	1.9	0.6	14.5	1.4	-1.6	0.6
CC(=O)Nc1cccc(NC(=O)CSc2nnnn2Cc2ccccc2)c1	-2.0	3.4	.	0.3	-2.4	10.3	0.9	-6.6	-0.4

An excerpt from above with just BoNT A protease:
Structure,BoNT A protease
CCCCCN(C(=O)NC(=O)Nc1ccc(C)cc1C)S(C)(=O)=O,-0.3
O=C(Nc1cccnc1)c1cc2nc(C3CC3)cc(C(F)(F)F)n2n1,0.8

Continued:
Molecule	FadD28 binding	PrPC TRFRET	TcdB inh	BoNT A protease	Y pestis TopoI	CCHFV vOTU inh	PfHsp40 yeast	BoNT F protease	Anthrax LF prot
Clc1ccc(Nc2ncn[nH]2)cc1	2.4	5.1	.	-0.1	-5.9	4.6	-1.0	-2.2	1.0
O=C(Cc1ccccc1)Nc1cccc(N2C(=O)C=CC2=O)c1	1.6	-0.4	2.1	-1.4	-0.5	-15.1	9.2	-6.2	-1.6
O=C(Nc1ccccc1OC(=O)c1ccccc1)c1ccccc1	2.6	3.5	-1.0	1.0	-8.0	-3.2	0.0	13.2	0.1
CCOC(=O)C1=C(C)Nc2nc3ccccc3n2C1c1cccs1 (stereo not given)	0.0	2.5	2.3	-0.4	1.2	-6.1	-1.3	-2.0	-0.4
COc1ccc(C2=NOC(COc3ccc4c(C)cc(=O)oc4c3)C2)c(OC)c1 (stereo not given)	-4.6	10.1	-2.0	-7.6	31.6	1.7	-0.8	-24.3	?
NC(=O)CSc1nnc(-c2ccc3c(c2)OCO3)o1	-1.2	10.2	1.2	-1.4	-1.4	7.5	3.7	0.6	-10.9
Cc1cc(O)c(-c2cc(C(=O)NCCc3ccc(S(N)(=O)=O)cc3)[nH]n2)cc1C	-2.4	5.6	1.0	-2.0	7.2	2.4	-1.3	-2.0	-9.6
CC(=O)c1cc2c(cc1NC(=O)C1CN(C(C)=O)c3ccccc3O1)OCO2 (stereo not given)	-2.4	-6.0	-1.1	0.4	4.6	9.5	-0.9	-9.4	2.6
Fc1cccc(Cl)c1CSc1nnc(COc2cccc3cccnc23)o1	-5.8	2.5	-0.1	-3.0	?	4.3	2.0	-17.7	-2.8
CSc1nnc(N2C(=O)C(O)=C(C(=O)c3ccco3)C2c2ccccc2F)s1 (stereo not given)	-5.0	-0.1	-1.3	-0.4	4.1	2.0	2.6	-4.0	-4.0
CC(C)(C)c1ccc(Oc2ccc(N)cc2)cc1	-3.5	6.7	1.0	-1.4	4.4	6.6	345.9*	-11.0	-1.2
O=C1NC[C@H](CCCCN2C[C@@H](Cc3ccccc3)N(CC3CCCCC3)C(=O)C2=O)N(CCC2CCCCC2)C1=O	.	4.7	-0.4	-0.2	.	21.3	.	-0.5	-1.5
Cc1cccnc1NC1(C(F)(F)F)N=C(c2ccccc2)NC1=O (stereo not given)	-6.6	-1.0	.	0.6	13.4	-4.8	-1.4	-0.8	-1.7
O=C(NCc1ccc2c(c1)OCO2)c1ccco1	0.3	4.3	1.0	-0.5	-4.4	-5.0	-0.3	-1.9	1.8
C=CCC1(CC=C)CC(Cc2cnccn2)N(C(=O)OC(C)(C)C)C1 (stereo not given)	-1.5	1.1	0.6	0.1	4.7	21.0	.	-1.7	-8.1
CC(OC(=O)CSCC(=O)Nc1ccc(Cl)cc1)C(=O)N(C)Cc1ccccc1 (stereo not given)	-1.8	8.3	2.1	.	6.7	-1.0	0.1	.	.
O=C(NNC(=O)C1CCN(Cc2ccccc2)CC1)c1cccs1	-1.2	-3.2	0.7	0.7	-2.3	-8.5	-2.0	-1.6	0.9
O=[N+]([O-])c1cc(/C=N/N2CCOCC2)cs1	-2.5	-30.0	1.5	-3.3	-6.5	6.0	-2.1	-18.9	-0.8
Cc1ccc(C(c2sc3ncnn3c2O)N2CCC(C)CC2)cc1 (stereo not given)	-2.2	-4.4	0.1	-0.2	12.2	2.5	-1.1	-3.0	-2.7
CCc1c(C)sc(NC(=O)CC#N)c1C#N	1.2	.	1.1	1.9	0.6	.	-0.9	-4.4	3.8
CCS(=O)(=O)N1CCC(C(=O)NCCN2CCN(Cc3ccccc3)CC2)CC1	0.3	-2.9	-0.1	0.1	5.3	0.3	-0.1	-2.7	0.6
CC(=O)c1c(C)[nH]c(C(=O)N2CCCCCC2)c1C	-2.2	2.8	.	1.6	2.8	4.0	0.6	15.2	-0.8
CCCc1nnc(NC(=O)OCC)s1	-2.0	2.2	0.1	-0.2	-4.3	6.7	0.5	-0.6	0.4
CCN(CC)CCCNC(=O)CCn1nc(-c2ccccc2)ccc1=O	-3.1	-3.7	-0.5	1.9	-3.2	-1.2	-0.5	3.6	4.4
CCOC(=O)C1=NN(C(C)=O)C2(CC(=O)N(c3cccc(C)c3)C2=O)C1 (stereo not given)	0.3	0.4	-1.4	-0.6	-1.6	-5.5	-1.1	1.0	0.0
COc1ccc(S(=O)(=O)N2Cc3ccccc3CC2C(=O)N2CCOCC2)cc1 (stereo not given)	-0.9	2.6	0.7	-0.2	-2.0	1.9	-0.9	-7.6	1.2
CCN(CC)C(=O)CSc1nc2ccc(NC(=O)CSc3nnc(N)s3)cc2s1	-4.1	11.7	.	0.7	-0.2	-1.9	-0.2	-4.9	-3.9
COc1ccc(CC(=O)N(C)CC(=O)Nc2ccc(F)cc2)cc1S(=O)(=O)N1CCOCC1	-2.3	8.8	-0.9	-1.3	-1.4	9.9	0.8	-10.3	-0.8
CCc1ccc(C2C(C#N)=C(N)C(C#N)(C#N)C3=CCC(C(C)(C)C)CC32)cc1 (stereo not given)	-0.2	.	.	0.4	7.6	.	0.0	-3.1	-5.8
COc1cc(N2N=C(c3ccccc3)CC2c2ccccc2)c(C=O)cc1C=O (stereo not given)	-1.8	2.2	0.2	-2.1	-3.0	8.5	-1.0	?	-18.7

Individual results from the entries so far:
`Cc1ccc(C(c2sc3ncnn3c2O)N2CCC(C)CC2)cc1` (stereo not given) | CCHFV vOTU inh = 2.5
`COc1ccc(CC(=O)N(C)CC(=O)Nc2ccc(F)cc2)cc1S(=O)(=O)N1CCOCC1` | BoNT A protease = -1.3

Part of the list above in order of number of heavy atoms, ascending:
Molecule	FadD28 binding	PrPC TRFRET	TcdB inh	BoNT A protease	Y pestis TopoI	CCHFV vOTU inh	PfHsp40 yeast	BoNT F protease	Anthrax LF prot
CCc1c(C)sc(NC(=O)CC#N)c1C#N	1.2	.	1.1	1.9	0.6	.	-0.9	-4.4	3.8
CCOC(=O)C1=NN(C(C)=O)C2(CC(=O)N(c3cccc(C)c3)C2=O)C1 (stereo not given)	0.3	0.4	-1.4	-0.6	-1.6	-5.5	-1.1	1.0	0.0
CC(OC(=O)CSCC(=O)Nc1ccc(Cl)cc1)C(=O)N(C)Cc1ccccc1 (stereo not given)	-1.8	8.3	2.1	.	6.7	-1.0	0.1	.	.

(more compounds)
Molecule	FadD28 binding	PrPC TRFRET	TcdB inh	BoNT A protease	Y pestis TopoI	CCHFV vOTU inh	PfHsp40 yeast	BoNT F protease	Anthrax LF prot
CC(=O)Nc1cccc(N=NN2CCOCC2)c1	-3.0	-4.1	0.7	-1.0	8.3	-5.9	0.4	-7.9	-3.6
CCOc1ccccc1N1CC(C(=O)N2CCN(Cc3ccc(C#N)cc3)CC2)CC1=O (stereo not given)	0.0	-3.6	0.9	0.5	5.0	-1.6	-0.2	3.1	-1.5
CC12CCC(C(NC(=S)NN)C1=O)C2(C)C (stereo not given)	1.3	-0.5	-2.7	-0.2	-3.4	-3.9	0.0	-5.3	-3.8
Cc1cc(=O)[nH]c(SCC(=O)c2ccccc2)c1C#N	-6.6	-18.9	.	-0.1	-5.3	-5.0	-0.9	-5.0	-4.8
COc1nccnc1NS(=O)(=O)c1ccc(NC(=O)c2cccc(C)c2)cc1	1.3	-0.1	2.8	-0.1	2.3	1.8	-1.1	4.5	-6.3
CN(c1ccccc1C(=O)N1CCN(c2cccc(Cl)c2)CC1)S(C)(=O)=O	-0.1	-4.8	.	-2.1	7.2	-5.5	-1.1	-17.3	-4.8
CCc1ccc(Cn2nnc(C(=O)Nc3cccc(C)c3)c2N)cc1	0.7	10.3	-4.5	-0.8	11.7	-3.1	-0.2	-15.1	-9.8
O=C(NN1C(=O)C2C3C=CC([C@@H]2C1=O)C31CC1)c1ccccc1 (stereo not given in full)	0.8	-2.7	1.1	-0.4	-8.5	7.4	-0.5	0.5	2.0
COc1ccc(C2c3ccsc3CCN2C(=O)NC(C)(C)C)cc1 (stereo not given)	0.4	-0.5	1.0	-0.2	2.5	0.1	1.6	4.7	4.4
CC(NC(=O)CN1CCN(S(=O)(=O)c2ccc(Br)cc2)CC1)c1ccccc1 (stereo not given)	-1.4	0.4	-4.0	-0.9	2.0	8.3	0.0	-1.1	-1.2
CC(C)(C)C(=O)NC1CCN(S(=O)(=O)c2cccc(C(F)(F)F)c2)CC1	-1.6	2.1	.	0.6	-5.0	-12.9	3.8	17.4	2.6
